# Screening data from PubChem.
# GalR3 antag: antagonists of human GalR3. HEK293 GalR3-CNG cAMP membrane potential fluorescence; galR3 body fused to GalR1 C-terminus. inhibition, % at 3 µM. 0.44% of 360,000 active. AID 651719;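 active = inhibition above the screen-wide average plus 3 SD, cut at about 13% in these data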;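 also: forskolin and galanin both at EC90 stimulate the cells; cAMP rise reported by CNG channel membrane potential dye signal; 0% = forskolin plus galanin with DMSO and 100% = forskolin alone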
# Target sequence (O60755 1-299 limits assumed): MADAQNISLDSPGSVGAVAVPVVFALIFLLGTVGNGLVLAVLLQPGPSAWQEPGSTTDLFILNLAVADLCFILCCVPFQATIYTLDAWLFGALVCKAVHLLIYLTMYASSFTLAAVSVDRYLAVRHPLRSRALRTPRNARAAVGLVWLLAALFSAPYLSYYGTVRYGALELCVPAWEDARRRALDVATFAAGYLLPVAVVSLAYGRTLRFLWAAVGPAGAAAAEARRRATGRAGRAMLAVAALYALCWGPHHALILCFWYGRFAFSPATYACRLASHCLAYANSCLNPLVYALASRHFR
# Numbers without * were called inactive. Some of the compounds tested; the hit share may differ from the screen's.
GalR3 antag | structure
-3 | Cc1cn(CC(=O)NCc2nc3ccccc3[nH]2)c(=O)[nH]c1=O
-8 | CCc1nc2ccc(C(=O)NCCCN(C)C)cn2c1N(C)CCCc1ccccc1
-7 | Cc1cc(NC(=O)CS(=O)(=O)c2cn(Cc3cccc(C(F)(F)F)c3)c3ccccc23)no1
-4 | O=[N+]([O-])c1ccc2c(c1)CCCO[C@]21O[C@H](CCO)C[C@H](O)[C@H]1O
-2 | Cc1ccc(C)c([N+](=O)[O-])c1
-4 | CN(C(=O)CN1CCN(c2cc(-c3cccc4oc5ccccc5c34)ncn2)CC1)c1ccccc1
-6 | CCOC(=O)[C@]12CCC=C1N(Cc1ccc3c(c1)OCO3)C(=O)[C@H](CC(=O)NCc1ccc(OC)c(OC)c1)C2
-4 | CC(O)(c1cccc(F)c1)c1nc(-c2csc3ccccc23)cs1 (centres undefined)
-8 | O=C(c1ccc2c(c1)C(=O)NC2=O)c1ccc2c(c1)C(=O)NC2=O
-4 | COCCCN1C(=O)C(CC(=O)NC2CC2)CC(C(=O)N2CCOCC2)=C1C (centres undefined)
-7 | COc1cccc(C=C2Cc3ccccc3C2=O)c1
-7 | COc1ccc(C(O)c2ncc(-c3ccccc3)[nH]2)cc1 (centres undefined)

GalR3 antag | structure
-4 | CC1(C(=O)Nc2ccccc2)Cc2c(-c3cccc(C(N)=O)c3)ccnc2O1 (centres undefined)
-5 | CCOc1ccc(C(CN2CCOCC2)C(C)=O)cc1OC (centres undefined)
-5 | COc1ccc(CC(N)c2csc(NC(=O)c3cc(C(C)(C)C)oc3C)n2)cc1 (centres undefined)
-5 | COc1cccc(CNC(=O)[C@H]2CCCN2C(=O)[C@H]2CCCN2C(=O)c2ccc(C)cc2)c1
-4 | CCC(=O)NC(c1ccco1)c1cc(Br)c2cccnc2c1O (centres undefined)
-6 | CC1(C(=O)NS(=O)(=O)c2ccc(C#N)cc2)CCN1C(=O)C1(c2ccc(Cl)cc2)CC1 (centres undefined)
0 | CC1(C(=O)NS(=O)(=O)c2ccccc2Cl)CCN1C(=O)CC1CCCC1 (centres undefined)
-9 | CCCCc1c(-c2ccccc2OC)ncn1Cc1ccc(Cl)cc1
-6 | CC1=C(C(=O)N(C(C)C)C(C)C)CC(CC(=O)NC2CC2)C(=O)N1CCCN1CCCC1=O (centres undefined)
-5 | CCC1Cc2[nH][nH]c(=O)c2C(CC)O1 (centres undefined)
-6 | COc1ccc(N)cc1CN1CCN(c2ncc(Cc3ccccc3)cn2)CC1
-2 | CCCc1cc2c(O)ccc(O)c2c(=O)o1

GalR3 antag | structure
-2 | CCOC(=O)[C@]12CCC=C1N(CCC1=CCCCC1)C(=O)[C@H](CC(=O)N1CCN(C(=O)C3CC3)CC1)C2
-10 | Cc1ccccc1-c1nc(NC(C)C)nc2ccsc12
-5 | CCCN1CCCCC(NC(=O)c2cccs2)C1=O (centres undefined)
-2 | CCCCC(=O)N(C)c1c(CC)nc2c(OCCOC)cccn12
-6 | Cc1cc(C)cc(Cn2c3ccc(NC(=S)NC4CCCCC4)cc3c(=O)n2C)c1
0 | CC(=O)C1=C(C)N(CC(C)C)C(=S)NC1c1ccc(Br)cc1 (centres undefined)
-4 | COC(=O)C1=C(C)N(Cc2ccc(Br)cc2)C(=S)NC1c1cccc(OC)c1 (centres undefined)
-3 | O=C(COc1ccccc1CNC[C@H]1O[C@@H](n2ccc(=O)[nH]c2=O)[C@H](O)[C@@H]1O)N1CCCCC1
0 | Cc1ccc(F)c(S(=O)(=O)NC(=O)C2(C)CCN2C(=O)Cc2ccc(-c3ccccc3)cc2)c1 (centres undefined)
1 | Oc1ccc(C[C@H]2CN([C@@H](Cc3ccc(O)cc3)CN3CCC[C@@H]3CN3C(=S)NC[C@@H]3Cc3ccccc3)C(=S)N2CCc2ccccc2)cc1
-5 | COCCCN1C(=O)C(CC(=O)NCc2cccc3ccccc23)CC(C(=O)N2CCOCC2)=C1C (centres undefined)
-2 | O=C(C[C@@H]1CC[C@H](NS(=O)(=O)c2ccccc2F)[C@@H](CO)O1)NCCCN1CCOCC1

GalR3 antag | structure
-6 | CN1CCN(C(=O)c2ccc(-c3cnc4cccnn34)cc2)CC1
-7 | C#CCNC(=O)C[C@@H]1C[C@@]2(C(=O)OCC)CCC=C2N(Cc2ccc(Cl)cc2Cl)C1=O
-7 | CN1CCN(c2ccc(CNC(=O)C3Cc4c(-c5ccccc5Oc5ccccc5)ccnc4O3)cc2)CC1 (centres undefined)
1 | CCCNC(=O)C1(C)CCN(Cc2ccc(OC)c3ccccc23)C1 (centres undefined)
-9 | O=C(C[n+]1cccc(C(=O)Nc2ccccc2)c1)c1ccccc1
-7 | CC1(C(=O)Nc2cccc3cccnc23)CCN1Cc1csc2ccccc12 (centres undefined)
-5 | Cc1ccccc1S(=O)(=O)N1C(c2ccc(Cl)cc2)CC=C(C(=O)O)C1c1cccc(Cl)c1 (centres undefined)
-4 | COC(=O)c1cc(=O)nc(NN=C2c3ccccc3-c3ccccc32)s1
-3 | O=C(NCc1ccccc1)C(CCc1ccccc1)n1c(=O)c(-c2ccccc2)nc2ccccc21 (centres undefined)
-1 | COC(=O)Cc1nnn2c1[C@@H](C)[C@@H](c1ccccc1Br)O[C@@H](C)C2
6 | CC(C)CNC(=O)C1(C)CCCN1C(=O)c1ccc2c(c1)CCO2 (centres undefined)
-4 | CCCNC(=O)C1(C)CCCN(C(=O)c2cc3ccccc3s2)C1 (centres undefined)

GalR3 antag | structure
-1 | CC(=O)Nc1ccc(CN(C)c2c(C)nc3ccc(C(=O)NCCc4ccccn4)cn23)cc1
-7 | CCCNC(=O)C1(C)CCN(Cc2cc(C(F)(F)F)ccc2Cl)C1 (centres undefined)
-11 | O=C1CCCN1CCCNc1nc(NCc2ccccc2)nc2ccsc12
-2 | CC(C)Nc1ncnc2c1ncn2[C@H]1CN(C2CCCC2)C[C@@H](CO)O1
-1 | COc1ccccc1CNC(=O)c1cc(-c2cc(F)ccc2OC(C)C)n[nH]1
0 | Cc1ccc2c(=O)n3c(nc2c1)C(Cc1ccc(O)cc1)NC(=O)c1ccc(Cl)cc1-3 (centres undefined)
-8 | Nc1[nH]c(C(=O)c2ccccc2)c(-c2ccc(Cl)c(Cl)c2)c1C(=O)NCCc1c[nH]c2ccccc12
-5 | C[C@@H]1CN([C@H](C)CO)C(=O)CCCn2cc(nn2)CO[C@H]1CN(C)S(=O)(=O)c1cn(C)cn1
-5 | O=C(N[C@@H](Cc1cccnc1)C(=O)N1CCC[C@H]1C(=O)NCCc1ccccc1Cl)c1ccc(Cl)cc1Cl
-7 | COc1ccc2c(c1)C(C)(Cc1ccc(C(=O)c3ccccc3)cc1)C(=O)N2 (centres undefined)
5 | COc1cccc(CNc2nc3cc(-c4ccc(OC)c(OC)c4)sc3c(=O)n2C)c1
-5 | CCc1cnc(Nc2nc(C(N)Cc3ccc(F)cc3)cs2)nc1 (centres undefined)

GalR3 antag | structure
-4 | O=C(Nc1nnc([C@H]2C[C@H](O)[C@@H](CO)O2)s1)Nc1cccc2c1CCCC2
-3 | CCO/C(C)=N/Oc1cccc(N(C)C)c1
-8 | O=C(NC(c1ccccc1)c1ccsc1)C1CCN(Cc2ccccc2)CC1 (centres undefined)
-2 | CC(C)C[C@@H]1COc2cccc(N3CCCCC3)c2S(=O)(=O)N1
-6 | Nc1[nH]c(C(=O)c2ccc(Br)cc2)c(-c2ccc(Br)cc2)c1C(=O)NCc1ccc(-c2ccccc2)cc1
-3 | Cc1ccc(F)cc1C(=O)N1CCCC(c2cc(C(=O)NCc3ccccc3)no2)C1 (centres undefined)
-2 | Cc1ccc2nc(CN(C)C(=O)[C@H]3O[C@@H](n4ccc(=O)[nH]c4=O)[C@H](O)[C@@H]3O)[nH]c2c1
-1 | Cc1cc2oc(=O)cc(CN(C)Cc3ccccc3)c2cc1C
-1 | COC(=O)[C@]12CCCCC=C1N(Cc1ccccc1)C(=O)[C@H](CC(=O)NCCCN1CCCC1=O)C2
-10 | Cc1ccccc1NC(=O)Nc1nc(C(N)Cc2ccccc2)cs1 (centres undefined)
-6 | CC(C)CC(N)c1csc(Nc2ccc(C(F)(F)F)cn2)n1 (centres undefined)
-3 | CCCCN(C)c1c(C)nc2ccc(C(=O)N(CC)CCN(C)C)cn12

GalR3 antag | structure
-3 | CC(C)Oc1cccc(NC(=O)C2(C)CCCN2C(=O)C(C)C)c1 (centres undefined)
-5 | CC(C)(C)NC(=O)C(c1ccnc2ccccc12)n1c(=O)c(-c2ccco2)nc2ccccc21 (centres undefined)
-7 | COC(=O)c1ccc2c(=O)n(CCCCCC(=O)NC3CCCCC3)c(=O)[nH]c2c1
2 | COC1=CC(=O)OC(c2cccc(OC)c2)C1 (centres undefined)
-2 | COC(=O)[C@H](Cc1ccccc1)N1C[C@@H](N2CCC[C@H]2C)CS1(=O)=O
3 | CN1CCC(N2CCN(C3CN(Cc4cn(Cc5cccc(C(F)(F)F)c5)nn4)S(=O)(=O)C3)CC2)CC1 (centres undefined)
-7 | COc1ccc(-c2ncn(CCc3ccccc3OC)c2CC(C)C)cc1
-7 | N#Cc1cccnc1N1CCN(C(c2ccnc3ccccc23)c2nnnn2-c2ccc3c(c2)OCCO3)CC1 (centres undefined)
1 | Cc1c(C(=O)NCCC#N)sc(=O)n1Cc1ccccc1F
-12 | CC1=C(C(=O)N2CCCCCC2)CC(CC(=O)NCCCCc2ccccc2)C(=O)N1CCC1=CCCCC1 (centres undefined)
0 | Cc1ccc(F)c(S(=O)(=O)NC(=O)C2(C)CCN2C(=O)Cc2cccs2)c1 (centres undefined)
-6 | CCCCn1nnnc1C(c1ccccc1)N1CCN(c2ccc(C(F)(F)F)cc2[N+](=O)[O-])CC1 (centres undefined)

GalR3 antag | structure
-4 | C[C@@H]1CN([C@@H](C)CO)C(=O)CCCn2cc(nn2)CO[C@H]1CN(C)C(=O)Nc1ccc2c(c1)OCO2
1 | Cc1ccccc1-c1cc2nc(Oc3cccc4ccccc34)n(C)c(=O)c2s1
-4 | CC(=O)Nc1cc(-c2ccc(F)cc2)cn2c(-c3ccc(F)cc3)cnc12
-6 | CCCCCC(=O)NC1CCCCN(C)C1=O (centres undefined)
-7 | O=C(NCc1ccccc1)[C@H]1CCCN1C(=O)[C@H]1CCCN1C(=O)C1CCCCC1
-7 | CC(C)C[C@H](NC(=O)N1CCOCC1)C(=O)N1CCC[C@H]1C(=O)NCc1ccccc1
-4 | OC[C@H]1O[C@@H](c2nc(-c3ccc4c(c3)CCO4)no2)[C@H](O)[C@@H](O)[C@H]1O
-7 | CC(=O)NC(c1cccc(F)c1)c1nc(-c2cnn(C)c2)cs1 (centres undefined)
-6 | COc1ccc(C(=O)N2CCCC2(C)C(=O)O)cc1C(F)(F)F (centres undefined)
-2 | Cc1ccc(S(=O)(=O)NC(=O)C2(C)CCN2C(=O)Cc2ccc(-c3ccccc3)cc2)nc1 (centres undefined)
-5 | Cn1cnc(S(=O)(=O)N2CCCCC2c2cc(C(=O)NCc3ccc(Cl)c(Cl)c3)no2)c1 (centres undefined)
-2 | Cc1noc(C)c1-c1ccc(C(=O)NC2CCCCC2)c2occc12

GalR3 antag | structure
-6 | O=c1oc(=S)oc2c1[C@H](c1ccc(Cl)cc1)O[C@H](C1CCCC1)C2
-6 | CCc1nc2c(OCCOc3ccccc3)cccn2c1N(C)C(=O)c1ccc(OC)cc1
-4 | O=C(/C=C/[C@H]1O[C@@H](n2cnc3c(NC(=O)c4ccccc4)ncnc32)[C@H](O)[C@@H]1O)NCc1ccccc1
-8 | Cc1ccc2c(c1)-n1c(nc3cc(F)ccc3c1=O)C(Cc1ccc(O)cc1)NC2=O (centres undefined)
3 | CCOc1ccc(-c2cc(C(=O)Nc3ccc(F)cc3)[nH]n2)c(C)c1
-3 | O=C1NC[C@@H](CCCCN2CCN(CCc3ccc(O)cc3)C(=O)C2=O)N(CCC2CCCCC2)C1=O
-8 | CC1(C(=O)NCc2ccccc2Br)CCN1C(=O)C1(c2ccc(Cl)cc2)CC1 (centres undefined)
-5 | CCOC(=O)[C@]12CCC=C1N(Cc1ccccc1)C(=O)[C@H](CC(=O)N1CCOCC1)C2
-8 | C#Cc1cccc(Nc2nc(NC(C)C)nc3ccsc23)c1
-5 | Cc1ccccc1S(=O)(=O)NC(=O)C1(C)CCN1C(=O)C1(c2ccc(Cl)cc2)CC1 (centres undefined)
-5 | CC1(C(=O)NS(=O)(=O)c2cccs2)CCN1C(=O)C1CC1 (centres undefined)
-5 | COc1ccc(CN2C(=O)CCC2(C)c2nnnn2Cc2ccccc2)cc1OC (centres undefined)

# Arranged by heavy-atom count (rising): four of the compounds above.
GalR3 antag | structure
-6 | O=c1oc(=S)oc2c1[C@H](c1ccc(Cl)cc1)O[C@H](C1CCCC1)C2
-8 | CC1(C(=O)NCc2ccccc2Br)CCN1C(=O)C1(c2ccc(Cl)cc2)CC1 (centres undefined)
-5 | Cc1ccccc1S(=O)(=O)NC(=O)C1(C)CCN1C(=O)C1(c2ccc(Cl)cc2)CC1 (centres undefined)
-3 | O=C1NC[C@@H](CCCCN2CCN(CCc3ccc(O)cc3)C(=O)C2=O)N(CCC2CCCCC2)C1=O

# Structures shown so far that have a furan ring, fused or not, in the order listed:
GalR3 antag | structure
-4 | CN(C(=O)CN1CCN(c2cc(-c3cccc4oc5ccccc5c34)ncn2)CC1)c1ccccc1
-5 | COc1ccc(CC(N)c2csc(NC(=O)c3cc(C(C)(C)C)oc3C)n2)cc1 (centres undefined)
-4 | CCC(=O)NC(c1ccco1)c1cc(Br)c2cccnc2c1O (centres undefined)
-5 | CC(C)(C)NC(=O)C(c1ccnc2ccccc12)n1c(=O)c(-c2ccco2)nc2ccccc21 (centres undefined)
-2 | Cc1noc(C)c1-c1ccc(C(=O)NC2CCCCC2)c2occc12

# (next part)
GalR3 antag | structure
-6 | Cc1[nH]c2ccccc2c1CC(=O)Nc1ccc(Nc2cccnc2)c(-c2ccc(OC(F)(F)F)cc2)c1
-7 | Cc1cc(Nc2cc(Cl)cc(Cl)c2)cc(=O)n1-c1cc(Cl)cc(Cl)c1
-8 | Cc1cc(C)c2c(CN(Cc3ccccc3)Cc3ccccc3)cc(=O)oc2c1
-9 | CCCc1c(-c2ccc(Cl)cc2)ncn1CCc1ccccc1OC
-6 | COC(=O)[C@H](CC(C)C)NC(=O)/C=C/[C@H]1O[C@@H](n2cc(C)c(=O)[nH]c2=O)C[C@@H]1O
